Compound activity (PubChem)
Tau FP inhib: blocks human tau fibril formation measured by polarization; P10636; K18 P301L tau heparin fibrillization, Alexa594 FP, 6 h; Potency, µM (top dose mostly 57.7 µM), without a hit: at the highest dose activity, negative = inhibition, most hits filed as inhibitors; actives 0.39% (n = 280,000); also: nearly all actives have a fitted effect of over 55% in size
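Human K18 P301L fragment (15 uM unlabeled plus 0.24 uM Alexa 594-labeled) in 100 mM sodium acetate pH 7 with compound, aggregation induced by 20 uM heparin for 6 hr at 37 C. ThT (30 uM) added for 1 hr, then Alexa 594 FP read.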
Tau fibril ThT: tau fibrillization inhibition (ThT binding); P10636; recombinant tau K18 P301L, heparin-induced fibrillization, ThT fluorescence; Potency, µM (doses to about 57.4 µM), inactives show at the top dose activity, negative = inhibition, most hits filed as inhibitors; actives 2.1% (n = 270,000); also: nearly all actives have a fitted effect of over 55% in size
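ThT emission at 510 nm, taken 1 hr after adding 30 uM dye, quantifies aggregates formed when 20 uM heparin acts on human tau K18 P301L for 6 hr at 37 C.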
RECQ1 inh: RECQ1 (human) helicase inhibition; actives 0.54% (n = 240,000); Potency, µM (series often up to 57.3 µM), inactives show at the highest dose activity, negative = inhibition, most hits filed as inhibitors; P46063; RECQ1 DNA unwinding, red fluorescence kinetic read;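 also: plate controls were vehicle for no effect and no enzyme for full effect; nearly all actives have a fitted effect of over 30% in size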
Target sequence (P46063 whole entry, looked up): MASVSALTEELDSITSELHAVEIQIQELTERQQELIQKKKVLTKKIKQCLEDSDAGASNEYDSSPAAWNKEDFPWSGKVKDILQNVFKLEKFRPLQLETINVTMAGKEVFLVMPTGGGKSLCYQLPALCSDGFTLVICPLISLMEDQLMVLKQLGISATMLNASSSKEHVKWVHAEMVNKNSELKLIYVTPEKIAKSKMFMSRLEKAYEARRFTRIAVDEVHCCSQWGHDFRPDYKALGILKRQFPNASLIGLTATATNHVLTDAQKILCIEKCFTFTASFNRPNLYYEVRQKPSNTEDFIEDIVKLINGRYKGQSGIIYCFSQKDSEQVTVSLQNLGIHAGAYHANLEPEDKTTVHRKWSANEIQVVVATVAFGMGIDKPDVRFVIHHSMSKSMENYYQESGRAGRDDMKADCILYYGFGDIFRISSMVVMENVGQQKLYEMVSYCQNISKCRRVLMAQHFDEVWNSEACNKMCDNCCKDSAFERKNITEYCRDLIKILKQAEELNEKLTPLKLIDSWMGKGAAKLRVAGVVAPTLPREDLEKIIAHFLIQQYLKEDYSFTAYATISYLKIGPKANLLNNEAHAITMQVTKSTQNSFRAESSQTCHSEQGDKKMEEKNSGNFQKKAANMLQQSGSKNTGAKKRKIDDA
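50 nM RECQ1T1 preincubated 15 min with compound in Tris pH 8.0 buffer with MgCl2, DTT, Tween-20 and 2.5 ug/ml poly(dI-dC); started with 200 nM TAMRA/BHQ-2 forked duplex and 2 mM ATP. Unwinding read as fluorescence (525/598 nm), two reads 2 h apart.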
KDM4E inh: inhibitors of human JMJD2E histone demethylase. B2RXH2. JMJD2E catalytic domain, FDH-coupled NADH fluorescence (FDH is formaldehyde dehydrogenase). Potency, µM (highest dose often 57.1 µM), without a hit: at the top dose activity change, negative = inhibition, hits mostly inhibitors. actives 1.6% (n = 230,000); active = well fitted inhibition curve with a large enough effect, not every such curve was filed as active; inconclusive = small, poorly fitted or top-dose-only effect, or another doubt; inactive = no such curve, though single readings can be large or run the other way;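 also: 0% = wells with enzyme and -100% = buffer wells without enzyme; nearly all actives have a fitted effect of over 50% in size; many of its hits are not listed in these tables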
Target sequence (B2RXH2 1-337 limits assumed): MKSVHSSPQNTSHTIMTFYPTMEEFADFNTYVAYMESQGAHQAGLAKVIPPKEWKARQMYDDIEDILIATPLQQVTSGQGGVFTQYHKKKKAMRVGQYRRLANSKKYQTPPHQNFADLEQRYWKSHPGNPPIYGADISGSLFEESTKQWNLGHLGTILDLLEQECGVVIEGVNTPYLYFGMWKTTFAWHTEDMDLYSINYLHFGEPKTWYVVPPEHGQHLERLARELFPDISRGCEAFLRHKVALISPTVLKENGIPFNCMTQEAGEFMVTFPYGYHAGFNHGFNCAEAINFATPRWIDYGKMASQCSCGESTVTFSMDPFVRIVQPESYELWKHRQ
TRb-SRC2 inh: TRbeta-SRC2 interaction inhibition; Potency, µM (series often up to 106 µM), inactives show at the highest dose activity change, negative = inhibition, hits mostly inhibitors; AID 1469; actives 0.065% (n = 280,000); TRbeta-SRC2 peptide binding, fluorescence polarization; receptor liganded with 1 µM T3;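 also: plate controls were bound peptide for no effect and peptide without receptor for full effect; nearly all actives have a fitted effect of over 50% in size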
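Fluorescence polarization of 20 nM Texas Red SRC2 peptide with 0.6 uM human TRb ligand-binding domain, in Tris buffer with 1uM T3 and 5% DMSO. Incubated 5 hr ambient; normalized to unbound and bound controls.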
GoLoco inh red: RGS12 GoLoco-Gai1 interaction inhibition | P63096 | Gai1:RGS12 GoLoco peptide FP, rhodamine, 10 min | Potency, µM (series often up to 61.6 µM), for inactives: at the top dose activity, negative = inhibition, hits mostly inhibitors | actives 0.44% (n = 230,000) | AID 880; active = well fitted inhibition curve with a large enough effect, not every such curve was filed as active; inactive = no such curve, though single readings can be large or run the other way; also: nearly all actives have a fitted effect of over 30% in size; many of its hits are not listed in these tables
TexasRed fluor: Texas Red fluorescence interference in TRb-SRC2 counter-screen; Potency, µM (doses to about 106 µM), for inactives: top-dose fluorescence change, negative = quenching; TRb/SRC2 Texas Red total fluorescence interference; actives 0.29% (n = 280,000); active = well fitted curve in either direction with a large enough effect; inconclusive = small, poorly fitted or top-dose-only effect
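Human TRb ligand-binding domain at 0.6 uM with 20 nM Texas Red SRC2 peptide in Tris buffer containing 1 uM T3 and 5% DMSO, incubated with compound 5 h at ambient temperature. Total fluorescence (555/632 nm) calculated as parallel + 2 × perpendicular.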
L3MBTL1 block: inhibitors of human L3MBTL1; Potency, µM (top dose mostly 57.1 µM), inactives show at the highest dose activity, negative = inhibition, usual class: inhibitors; actives 0.66% (n = 230,000); Q9Y468; AlphaScreen L3MBTL1–H3K9me1 peptide binding; also: nearly all actives have a fitted effect of over 60% in size
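Read-out is AlphaScreen signal from streptavidin donor and nickel chelate acceptor beads (10 ug/mL final each) bridging L3MBTL1 (50 nM) and biotinylated K9-monomethylated H3(1-15) peptide (75 nM), after 30 min compound exposure at room temperature.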
An asterisk follows results filed as active; i = inactive; ? = inconclusive; nt = not tested or not shown; & = joins results of further samples; [ ] = dose if it differs, or a comment. Unless noted, calls follow the shape of the dose curve; as a rule, active = well fitted curve in the direction sought with a large enough effect; inconclusive = small, poorly fitted or top-dose-only effect, or another doubt; inactive = no such curve, though single readings can be large; an effect the other way counts as inactive or inconclusive. Unless noted, % is scaled to controls: 0 for no effect and ±100 for the full control effect; potency is read from the fitted curve at half-maximal effect. Not all compounds are listed, so the mix of outcomes need not match the whole.

Values run as follows: Tau FP inhib	Tau fibril ThT	RECQ1 inh	KDM4E inh	TRb-SRC2 inh	GoLoco inh red	TexasRed fluor	L3MBTL1 block
> CC1(C)Cc2nc3sc4c(N(CCO)CCO)ncnc4c3cc2CO1
 : 4%	-1%	-8%	?	-10%	15%	0%	-9%
> COc1ccc(N2CCN(C(=O)C3=NNC(=O)CC3)CC2)cc1
 : 4%	?	-5%	5%	0%	-5%	0%	-2%
> COc1ccc(OCC(=O)N/N=C(\C)CC(=O)Nc2cccc([N+](=O)[O-])c2)cc1
 : 9%	-14%	-1%	3%	-4%	6%	-1%	4%
> O=C(Nc1ccc(S(=O)(=O)NCc2ccccc2)cc1)Nc1ccc2c(c1)OCO2
 : ?	?	i	1%	2%	-9%	-1%	0%[11.4 µM]
> Cn1cccc1/C=N/NC(N)=S
 : 5%	-10%	i	-10%	8%	5%	-1%	-11%
> Oc1c(C(c2ccco2)N2CCOCC2)sc2ncnn12 (stereo unspecified)
 : -11%	?	-8%	?	-10%	26%	-1%	nt
> CCn1ccnc1CN(C)Cc1cn(-c2cccc(C)c2)nc1-c1cccc(F)c1
 : 8%	?	-4%	-17%	9%	6%	1%	-25%
> O=[N+]([O-])c1ccc(N=NNc2ccccc2)cc1
 : 2%	8.9µM*	-3%	2%	4%	6%	0%	nt
> COc1ccc(CCNS(=O)(=O)c2ccc(F)c(C(=O)Nc3ccc(Cl)cc3)c2)cc1OC
 : -21%	11%	nt	nt	-4%	nt	-3%	nt
> Cc1nc(Oc2ccc(Cl)cc2)c2oc3ccccc3c2n1
 : -5%	-1%	-10%	-2%	-10%	10%	-2%	8%
> CCOc1ccc(C(=O)Nn2cnnc2)cc1OCC
 : 5%	nt	i	6%	-1%	8%	-1%	nt
> CCNC(=O)c1ccc(C2SCC(=O)N2CCc2ccccc2)cc1 (stereo unspecified)
 : 6%	-6%	-12%	3%	1%	-11%	-3%	5%
> CN(C)c1ccc(C(CNS(=O)(=O)c2ccc(Br)cc2)N2CCOCC2)cc1 (stereo unspecified)
 : -9%	?	nt	nt	2%	nt	1%	nt
> FC(F)(F)c1nnc2ccc(N3CCN(c4ccccc4)CC3)nn12
 : 4%	?	-3%	16%	-13%	6%	-2%	nt
> CCn1cc(/C=C(\NC(=O)c2ccc(C)cc2)C(=O)NCCCn2ccnc2)c2ccccc21
 : -2%	-10%	nt	nt	8%	nt	-4%	nt
> CN(c1ccccc1)C1CCCCC1NS(=O)(=O)c1ccc(Cl)cc1 (stereo unspecified)
 : -4%	-15%	1%	-1%	-8%	1%	-4%	-2%
> CCOc1cc(C)c(Cl)cc1S(=O)(=O)NCCOC
 : 0%	-5%	7%	-4%	10%	6%	-4%	-15%
> Cc1nn(C)c(Cl)c1CN1CCCC(CO)(Cc2cccc(Cl)c2)C1 (stereo unspecified)
 : 9%	6%	i	?	-6%	2%	-7%	45%[activator]
> CC(NC(=O)Nc1ccccc1)C(c1ccccc1)N1CCOCC1 (stereo unspecified)
 : 10%	-4%	-15%	0%	-2%[53 µM]	3%	-3%[53 µM]	2%
> COc1cc(NC(=O)CN2CCN(c3ccc(F)cc3)CC2)cc(OC)c1
 : 4%	5%	nt	nt	-4%	nt	-3%	nt

Additional compounds:
Values run as follows: Tau FP inhib	Tau fibril ThT	RECQ1 inh	KDM4E inh	TRb-SRC2 inh	GoLoco inh red	TexasRed fluor	L3MBTL1 block
> O=C(NC1CCS(=O)(=O)C1)C1C2CC3CC(C2)CC1C3 (stereo unspecified)
 : 5%	8%	-15%	5%	-1%	-2%	-1%	15%
> O=C(c1ccccc1[N+](=O)[O-])N1CCCN(C(=O)c2ccccc2[N+](=O)[O-])CC1
 : 6%	-7%	-3%	1%	-2%	-4%	-5%	7%
> N#Cc1c(NC(=O)CCn2cnc3ccccc3c2=O)oc(-c2ccccc2)c1-c1ccccc1
 : 7%	-12%	-10%	?	-10%	-27%	-1%	-1%
> O=C(NCc1ccco1)c1cnc2n(c1=O)CCS2
 : -2%	1%	9%	1%	-8%	-8%	-1%	-4%
> CNC(=O)c1c(NC(=O)c2ccc(S(=O)(=O)N3CCCC(C)C3)cc2)sc2c1CCC2 (stereo unspecified)
 : 2%	?	nt	nt	4%	nt	?	nt
> CCCCCCCCCCCCCCCC(=O)N[C@@H](COP(=O)(O)O)C(=O)O
 : 1%&-1%	-3%&-20%	?	6%	-1%&-9%&3%	6%&-1%	-3%&-2%&-3%	nt
> CCOc1ccc(C(=O)NC2CCN(C(=S)NCc3ccco3)CC2)cc1
 : -9%	-17%	-13%	4%	1%	-12%	-5%	-3%
> Cc1cccc(OCCN2C(=O)C(=O)c3cccc(C)c32)c1
 : -3%	-4%	-3%	10%	5%	-10%	-3%	-12%
> O=C(NNc1ncnc2ccccc12)c1cccc(Cl)c1
 : 6%	nt	1%	-12%	3%	163%[activator]	-2%	nt
> Cc1oc2ccc(OC(=O)N3CCOCC3)cc2c1C(=O)OC(C)C
 : 1%	-11%	-1%	6%	-8%	7%	-4%	-1%
> COC(=O)c1cc(S(=O)(=O)N2CCN(c3ccc(F)cc3)CC2)cn1C
 : -14%	-7%	nt	nt	-10%	nt	0%	nt
> COC(=O)CC1C(=O)NCCN1C(=O)CSc1nnc(Nc2ccc(OC)cc2)s1 (stereo unspecified)
 : -2%	-8%	-8%	-15%	-16%	-1%	-1%	nt
> O=C(NCCN1CCCOC1=O)C(=O)NCCN1CCCOC1=O
 : -3%	nt	i	2%	-3%	8%	-1%	nt
> COc1ccc(S(=O)(=O)N2CCCN(CC(=O)Nc3ccc(NC(C)=O)cc3)CC2)cc1
 : -7%	0%	nt	nt	8%	nt	5%	nt
> CCC(=O)N1CCc2cc(Br)cc(S(=O)(=O)N3CCCC(C(=O)Nc4cccc(F)c4)C3)c21 (stereo unspecified)
 : ?	-4%	nt	nt	-8%	nt	-2%	nt
> O=C(Nc1ccccc1)Nc1ccccc1NS(=O)(=O)c1cccs1
 : -5%	-1%	-8%	9%	1%	1%	-6%	9%
> CCCc1cc(C(=O)Nc2ccn(Cc3ccc(C)cc3)n2)no1
 : 10%	3%	-9%	-3%	5%	-1%	-3%	25%
> Cc1c(Cl)c([N+](=O)[O-])nn1CC(=O)N1CCCC1
 : 2%	-1%	-13%	-2%	-5%	-4%	1%	36%[activator]
> CC1(C)Cc2c(c(N3CCOCC3)nc3sc4c(NCc5ccco5)nnnc4c23)CS1
 : 1%	-7%	i	-14%	3%	10%	3%	21%[11.4 µM]
> COc1ccc(-c2nnn(CC(=O)N(CCN3CCOCC3)C(C(=O)NC3CCCC3)c3ccco3)n2)cc1 (stereo unspecified)
 : 5%	2%	-2%	0%	7%	3%	-2%	9%

New compounds follow
Values run as follows: Tau FP inhib	Tau fibril ThT	RECQ1 inh	KDM4E inh	TRb-SRC2 inh	GoLoco inh red	TexasRed fluor	L3MBTL1 block
> Cc1cccc(-n2c(SCC(=O)Nc3ccc(C)c(C)c3)nc3n[nH]c(C)c3c2=N)c1
 : -11%	-7%	nt	nt	0%	nt	2%	nt
> CSc1ccccc1NC(=O)c1ccccc1
 : 1%	-1%	-3%	-1%	0%	3%	0%	nt
> COC(=O)c1ccc(Cn2c(SCC(=O)Nc3ccc(F)cc3)nc3ccccc32)cc1
 : ?	2%	nt	nt	6%	nt	-1%	nt
> COc1cccc(C(=O)Nc2c3c(nn2-c2ccc(Cl)cc2)CS(=O)(=O)C3)c1
 : -4%	-4%	nt	nt	6%	nt	-1%	nt
> CCOc1cc2[nH]c(=O)n(Cc3ccc(C(=O)N4CCN(c5ccccc5)CC4)cc3)c(=O)c2cc1OCC
 : 11%	-4%	nt	nt	-2%	nt	?	nt
> CCC1SC2=NC(C)=C(C(=O)OC)C(c3ccc(C)cc3)N2C1=O (stereo unspecified)
 : 4%	-11%	6%	-12%	8%	9%	-2%	-4%[11.4 µM]
> Cc1cccc(N2CCN(c3ccc(C(=O)O)cc3NC(=O)c3ccccc3F)CC2C)c1 (stereo unspecified)
 : -3%	?	nt	nt	-2%	nt	-3%	nt
> CCCN(C(=O)c1cc2c(s1)-c1ccccc1OC2)c1ccc(C(C)C)cc1
 : -3%	?	nt	nt	-2%	nt	5%	nt
> O=C(COC(=O)/C=C/c1ccccc1)Nc1cccc(Oc2ccccc2)c1
 : ?	-16%	-7%	-10%	-6%	-4%	-1%	14%
> Cc1cc(C)nc(NC(=O)c2ccc(Cl)cc2)n1
 : 0%	-1%	2%	8%	-2%	-5%	-1%	nt
> O=C(NC(=S)Nc1ccc(S(=O)(=O)Nc2nccs2)cc1)c1ccc(F)c(F)c1
 : 2%	-2%	-5%	6%	4%	5%	-1%	-14%
> O=C(Nc1nc2c(s1)CCCC2)c1ccc2ncsc2c1
 : 9%	4%	4%	-4%	11%	10%	-2%	39%[activator]
> CCN(C(=O)Cn1nc2c3cc(F)ccc3n(Cc3cccc(C)c3)cc-2c1=O)c1cccc(C)c1
 : 1%	-16%	nt	nt	-3%	nt	-2%	nt
> Cn1c(SCc2cc(=O)[nH]c3ccccc23)nnc1-c1ccco1
 : -4%	-7%	-3%	1%	-5%	8%	0%	-4%
> O=C(Nc1ccncc1)c1ccc(-c2ccccc2)cc1
 : 2%	-4%	-1%	3%	-2%	13%	-4%	nt
> Cc1cccc(COCC(Cc2ccccc2)N2CCN(C(=O)c3ccc(C(F)(F)F)cc3)CCC2=O)c1 (stereo unspecified)
 : 2%	?	-12%	-7%	6%	-6%	-1%	0%
> COc1ccc(/C=N/n2cc(-c3ccc(OC)cc3)nc2N)cc1
 : 6%	?	-4%	1%	-17%	11%	-1%	-14%
> N#Cc1cc2c(nc1S(=O)(=O)Cc1ccccc1)CCCC2
 : 5%	-3%	-7%	2%	-5%	-15%	-2%	39%[activator]
> CC1(C)CC2(CC(C)(C)NC(=O)N2)NC(=O)N1
 : -1%	-1%	12%	-3%	-6%	2%	0%	nt
> Clc1cc(Cl)c(Cl)cc1Cl
 : nt	nt	-2%	nt	-7%[201 µM]	4%	-4%[201 µM]	8%
> Cc1ccc(S(=O)(=O)n2c3ccc(Cl)cc3c3nc(C)sc32)cc1
 : -10%	-3%	3%	8%	-3%	4%	-2%	6%
